MBD2 DNA inh – inhibitors of MBD2 binding to methylated DNA, primary screen, biochemical, TR-FRET, DNA-binding domain, human; Methyl-CpG-binding domain protein 2 (Homo sapiens), Q9UBB5; MBD2 binding to methylated oligonucleotide; inhibition, % at 4.4 µM; 370,000 compounds, 0.31% hits; AID 686964, 2013; in the data active means inhibition above about 13%
DAX1 inh-1 – DAX1 (NR0B1) inhibitors on StAR promoter, primary screen, cell-based, luminescence, SF-1 (NR5A1), full-length DAX-1; HEK293T StAR-luciferase reporter, SF-1/DAX-1 repression relief; inhibition, % at 6.8 µM; 370,000 compounds, 1.1% hits; AID 652010, 2013;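 active means inhibition above the mean over all tested compounds plus 3 SD, cut at about 3.6% in these data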;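 further: 0% = DAX-1 cells with DMSO and 100% = cells lacking DAX-1 with DMSO; higher inhibition means more luminescence from relief of DAX-1 repression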
hgDAF-12 ag – H. glycines DAF-12 receptor agonists, primary screen, cell-based, luminescence, HEK293, GAL4 fusion, UAS-luciferase. Nuclear hormone receptor DAF-12 (Heterodera glycines), GAL4 fusion. HEK293 GAL4-hgDAF12 UAS-luciferase reporter, agonist luminescence; normalized to butyrate control. activation, % at 6.8 µM. 370,000 compounds, 1.8% hits. AID 687014, 2013;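 active means activation above a cutoff set at the mean of all screened compounds plus 3 SD, cut at about 10% in these data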;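 further: 0% = DMSO wells and 100% = sodium butyrate wells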
NR1D1 modulator – modulators of Rev-erb alpha DNA binding, primary screen, biochemical, FITC-DNA, fluorescence polarization, uHTS; Rev-erbα–FITC-DNA binding, 90 min; activity, % at 10 µM; 370,000 compounds, 0.79% hits; AID 1259318, 2017;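 active means activity above about 14%, limit read from the data; passing the limit was not always enough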;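 further: 0% = DMSO wells with 35 nM protein and 100% = DMSO wells with 750 nM protein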
DAX1 inh-2 – DAX1 (NR0B1) inhibitors, primary screen, cell-based, HEK293, Gal4-DAX1, luciferase luminescence. inhibition, % at 6.75 µM. AID 504766, 2011. 340,000 compounds, 0.99% hits. Nuclear receptor subfamily 0 group B member 1 (Homo sapiens), P51843. HEK293 Gal4-DAX1 luciferase reporter;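 active means inhibition above the mean over all tested compounds plus 3 SD, cut at about 4.2% in these data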;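 further: 0% = DAX1-transfected cells with DMSO and 100% = empty-vector control cells with DMSO; inhibition shows as a rise in luminescence from relieved DAX1 repression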
ADAM17 inh – ADAM17 inhibitors, primary screen, biochemical, QFRET | Disintegrin and metalloproteinase domain-containing protein 17 (Homo sapiens), P78536 | recombinant ADAM17, EDANS/DABCYL FRET peptide cleavage | inhibition, % at 6.95 µM | 370,000 compounds, 0.83% hits;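 active means inhibition above the mean of compounds lying between control limits plus 3 SD, set per campaign, cut at about 8.5% in these data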;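 further: 0% = DMSO-only wells as the low control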
ssDAF12 agonist – S. stercoralis DAF-12 nuclear receptor activators, primary screen, cell-based, luminescence, HEK293, GRIP1 co-expression, lit1-tk-luc; Nuclear hormone receptor DAF-12 (Strongyloides stercoralis); HEK293 ssDAF-12/GRIP1 lit1-tk-luc reporter; % of 3 µM dafachronic acid response; activation, % at 6.8 µM; 370,000 compounds, 1% hits;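 active means activation above the mean over all tested compounds plus 3 SD, cut at about 0.9% in these data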;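 further: 0% = DMSO-only wells and 100% = 3 µM delta7-dafachronic acid wells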
PLCb3 inh – human PLC-beta3 inhibitors, primary screen, biochemical, fluorescence. 1-phosphatidylinositol 4,5-bisphosphate phosphodiesterase beta-3 (Homo sapiens), Q01970. Purified PLC-beta3, fluorogenic substrate. inhibition, % at 12.2 µM. 370,000 compounds, 0.18% hits. AID 720704, 2013; in the data active means inhibition above about 11%;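 further: 0% = median of compound wells on plate and 100% = full blocker control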
Target sequence (Q01970 whole entry, looked up): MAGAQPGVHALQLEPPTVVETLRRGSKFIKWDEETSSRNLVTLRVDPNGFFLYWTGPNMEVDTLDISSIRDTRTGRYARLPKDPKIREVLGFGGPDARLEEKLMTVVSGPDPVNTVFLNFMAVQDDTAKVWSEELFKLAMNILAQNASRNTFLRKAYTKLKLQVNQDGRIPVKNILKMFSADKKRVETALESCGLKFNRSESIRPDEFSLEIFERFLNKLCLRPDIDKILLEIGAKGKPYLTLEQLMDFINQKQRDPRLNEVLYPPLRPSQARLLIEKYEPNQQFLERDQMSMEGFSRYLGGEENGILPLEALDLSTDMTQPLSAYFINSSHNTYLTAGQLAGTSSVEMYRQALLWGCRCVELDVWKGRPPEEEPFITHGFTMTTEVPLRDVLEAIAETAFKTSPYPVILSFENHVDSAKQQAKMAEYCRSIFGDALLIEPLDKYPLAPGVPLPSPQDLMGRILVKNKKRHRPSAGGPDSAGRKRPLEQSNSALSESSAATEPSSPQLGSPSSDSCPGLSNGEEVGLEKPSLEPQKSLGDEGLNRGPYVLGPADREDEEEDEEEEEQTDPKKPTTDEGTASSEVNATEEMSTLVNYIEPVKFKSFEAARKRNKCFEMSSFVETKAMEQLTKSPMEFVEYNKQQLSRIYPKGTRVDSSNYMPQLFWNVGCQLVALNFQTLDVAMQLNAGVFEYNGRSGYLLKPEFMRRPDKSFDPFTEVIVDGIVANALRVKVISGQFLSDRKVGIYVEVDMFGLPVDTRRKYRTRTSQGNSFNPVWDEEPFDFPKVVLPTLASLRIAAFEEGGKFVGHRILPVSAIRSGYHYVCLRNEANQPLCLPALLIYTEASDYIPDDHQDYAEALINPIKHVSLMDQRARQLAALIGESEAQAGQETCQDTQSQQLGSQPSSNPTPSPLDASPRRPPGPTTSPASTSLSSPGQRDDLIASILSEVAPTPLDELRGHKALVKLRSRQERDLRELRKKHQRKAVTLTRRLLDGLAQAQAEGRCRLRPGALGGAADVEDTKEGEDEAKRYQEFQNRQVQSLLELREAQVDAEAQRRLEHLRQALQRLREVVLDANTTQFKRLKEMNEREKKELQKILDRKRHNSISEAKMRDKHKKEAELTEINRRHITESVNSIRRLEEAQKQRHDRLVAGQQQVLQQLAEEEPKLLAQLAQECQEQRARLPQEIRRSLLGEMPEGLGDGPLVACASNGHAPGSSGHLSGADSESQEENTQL
SMARCA2 activ – SMARCA2 (BRM) function activators, primary screen, cell-based, luminescence, high throughput; 370,000 compounds, 1% hits; activation, % at 9.1 µM; MG213 cells, MMTV-luciferase reporter, dexamethasone, overnight; AID 652017, 2013; in the data active means activation above about 7.8%;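 further: 0% = vehicle wells and 100% = reference activator wells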
PLCg1 inh – PLC-gamma1 enzyme inhibitors, primary screen, biochemical, fluorescence, purified enzyme; fluorogenic substrate; 370,000 compounds, 0.84% hits; AID 720700, 2013; inhibition, % at 12.2 µM; in the data active means inhibition above about 9.5%
hcDAF12 agonist – H. contortus DAF-12 nuclear receptor activators, primary screen, cell-based, luminescence, HEK293, lit1-tk-luc reporter; HEK293 hcDAF-12 lit1-tk-luc reporter; 0% DMSO, 100% Δ7-dafachronic acid; activation, % at 6.8 µM; 370,000 compounds, 1.4% hits; AID 652067, 2013;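 active means activation above the mean of all tested compounds plus 3 SD, cut at about 5.5% in these data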;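 further: 100% = response to 3 µM Δ7-dafachronic acid high control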
Active calls of the source: *; i = inactive; x = not tested or not shown.

SMILES	MBD2 DNA inh	DAX1 inh-1	hgDAF-12 ag	NR1D1 modulator	DAX1 inh-2	ADAM17 inh	ssDAF12 agonist	PLCb3 inh	SMARCA2 activ	PLCg1 inh	hcDAF12 agonist
Cc1noc(C)c1COC(=O)c1ccccc1NC(=O)c1ccco1	3	-0.2	2.4	-4	0.3	-5	-1.4	-34	-3	-12	-2.4
CCN(CC)c1ccc(C=Nc2ccc(C)cc2C)c(O)c1	4	0.3	2.1	-2	0.3	-2	-0.2	-40	-1	-25	0.0
COc1ccc(S(=O)(=O)NN(C)c2ncc(C(F)(F)F)cc2Cl)cc1	-3	0.1	0.7	2	-1.2	9.4*	-1.3	-1	-5	0	-2.9
Cc1cc(NC(=O)CN2C(=O)NC(Cc3ccccc3)C2=O)no1 (stereo not drawn)	2	-0.4	-0.1	1	0.3	4	-1.2	3	-2	2	0.3
COc1ccc(C(=O)NNS(=O)(=O)c2ccc(C)cc2)cc1	-2	0.0	-1.8	0	-0.3	1	-0.9	0	-2	0	0.7
CCOc1ccc(NC(=O)CN(C)C(=O)c2cc3c(s2)CCC(C)C3)cc1OCC (stereo not drawn)	3	-0.6	-1.3	0	-0.7	2	-1.3	-17	-3	-6	-1.5
COc1ccc(NC(=O)CC2SC(=NCc3ccccc3OC)NC2=O)cc1 (stereo not drawn)	-6	-0.1	-4.8	2	-1.2	0	-1.8	2	-3	1	-1.9
COc1ccc(C)cc1NC(=O)CNCc1cccs1	4	0.0	-2.5	-2	-0.8	-5	-1.1	0	-4	-1	0.3
O=C(C[n+]1ccccc1)N/N=C/c1ccccc1C(F)(F)F	-2	0.0	-2.2	4	0.3	-6	-1.2	-2	-2	2	-2.6
CCc1ccccc1NC(=O)C1COc2ccccc2O1 (stereo not drawn)	4	0.7	0.0	0	2.5	-2	-0.7	-5	-2	-1	-0.3
CCC(=O)c1cc(F)c(N2CCN(S(=O)(=O)c3ccc(C)cc3)CC2)cc1C	1	-1.5	-2.2	2	-2.0	-1	-2.6	-4	-6	0	-2.6
COC(=O)c1ccc(C)c(NC(=O)CCc2ccc(OC)cc2)c1	-6	-0.1	1.6	2	-1.3	0	-1.1	0	0	1	-2.0
CCN(CC)c1ncnc2c1nnn2C	-4	0.9	1.3	-2	1.0	3	-1.0	5	5	0	0.6
CC(C)OP(=O)(c1ccc(N(C)C)cc1)C(O)c1ccc(N(C)C)cc1 (stereo not drawn)	-1	0.1	-2.2	-2	-0.1	0	-0.9	-7	-2	2	-1.6
COc1cccc(-c2nc(CS(=O)(=O)CC(=O)NCCc3cc(OC)ccc3OC)c(C)o2)c1	5	-0.5	-3.5	1	-0.2	3	-1.5	-9	-4	2	-1.4
O=C(Nc1cccc(F)c1)C1CCCN(S(=O)(=O)c2cccc3cccnc23)C1 (stereo not drawn)	4	-0.4	-4.1	1	0.8	-3	-1.8	-1	1	1	-0.2
CCn1c(=O)cc(OCC(=O)N(C)C2CCCCC2)c2ccccc21	-5	-0.2	-0.6	1	0.6	-1	-1.5	4	3	1	-1.4
CC(=O)c1c(N2CCCCC2)nc(=S)n(-c2ccccc2)c1C	-1	1.4	7.8	-6	0.5	0	-0.9	1	2	1	2.7
O=C(CC12CC3CC(C1)CC(CC(=O)N1CCCC1)(C3)C2)N1CCCC1	-4	-1.0	-2.3	0	-0.5	-1	-1.3	-3	-4	2	-0.9
CC1(C)CC(=O)/C(=C(\O)CCCN2C(=O)c3ccccc3C2=O)C(=NCCO)C1	-5	0.2	-0.2	-8	1.9	-3	-1.9	-2	0	5	-2.5
Oc1ccc2cc(Br)ccc2c1CN1CCCC1	2	1.0	1.3	-1	0.0	3	-0.8	-1	-7	7	-1.2
Cc1cc(NC(=S)Nc2cccc3ccccc23)n[nH]1	2	-0.3	2.8	-6	0.1	-13	-0.3	-46	-2	-21	4.6
CC(C)(Oc1ccc(Cl)cc1)C(=O)OCn1nnc2ccccc2c1=O	-5	0.6	-0.9	5	0.5	2	-1.1	1	2	1	0.2
C[C@H]1CN([C@@H](C)CO)C(=O)CCCn2nncc2CO[C@H]1CN(C)C(=O)Nc1cccc(Oc2ccccn2)c1	-4	-0.1	1.1	8	0.7	-3	-1.3	1	0	0	-1.5
Cc1sc2ncn(CC(=O)NCCCC(=O)N3CCC(C)CC3)c(=O)c2c1C	-6	-0.2	-0.7	6	1.2	1	-1.2	-8	-1	1	-0.2
CCNC(=O)C1=C(O)c2sccc2N(C)S1(=O)=O	1	0.7	0.2	0	0.3	-6	-1.0	-4	1	-6	-1.4
COC(=O)C[C@H]1CC[C@@H]2[C@H](COc3ccc(NC(=O)c4cnccn4)cc3C(=O)N2C)O1	6	1.6	6.7	-4	x	-1	-0.9	1	0	1	-2.1
Cn1c(COc2ccccc2)nnc1SCC(=O)Nc1ccccc1-c1ccccc1	-4	-1.8	1.1	-2	x	5	-1.0	2	2	-1	-4.3
COc1ccc(Nc2ncnc3sc(-c4ccccc4)cc23)cc1OC	-1	-1.4	-1.8	12	-2.0	-27	-1.9	-157	-3	-150	-5.1
Cc1cccc2sc(NNC(=O)c3cc(=O)c4ccccc4o3)nc12	2	1.1	4.4	0	-0.4	-12	1.4*	-54	3	-42	6.0*
CCc1nc2c(OCCc3cccc(OC)c3)cccn2c1N(C=O)Cc1ccc(OC)cc1	-1	-0.2	2.9	-3	x	1	-1.3	-8	-3	-8	-2.5
COc1ccccc1C1=CC(=O)C[C@H](c2ccc(F)cc2)C1	-3	-0.2	0.3	0	2.4	-4	-1.7	-34	-2	-24	-1.9
Cc1ccccc1NC(=S)N(Cc1ccco1)C(C)c1cccs1 (stereo not drawn)	3	-0.2	1.2	5	1.2	3	-1.2	-3	11*	2	0.0
COc1ccc(CNC(=O)CC2(CC(=O)O)CCCCC2)cc1	-3	0.2	-1.0	-3	-0.6	-4	-1.2	-3	-2	4	-1.5
Cc1cc(NC(=O)Cn2nc([N+](=O)[O-])c(Br)c2C)no1	-6	0.1	1.9	0	-0.4	2	-1.6	-3	2	4	-0.9
CSc1nnc2n(-c3ccc(C)cc3)c(=O)c3c4c(sc3n12)COC(C(C)C)C4 (stereo not drawn)	3	0.0	-2.1	-2	0.0	3	-1.6	7	-4	6	-1.6
O=S1(=O)c2ccccc2-c2c(nnn2CC2CCCCC2)CN1C1CC1	-4	0.8	-3.1	-5	x	-1	-1.4	0	-4	1	0.1
CCCCOc1ccc(C(=O)N/C(=C\c2cccc([N+](=O)[O-])c2)C(=O)OC(C)C)cc1	2	0.3	0.2	4	2.1	4	-1.6	7	1	2	-0.8
O=C(Nc1ccc(NC(=O)c2ccccc2F)cc1)c1cccs1	5	4.2*	8.4	-4	0.3	-10	0.1	-17	8.8*	-10	0.6
COc1ccc(S(=O)(=O)N2CC=C(c3ccccc3)CC2)cc1OC	-4	-0.3	1.4	6	0.0	-1	-1.1	-2	-3	-1	-1.9
CCCCN1C(=N)N([C@@H](CCC)CN2CCC[C@H]2CN2C(N)=NC[C@H]2C(C)C)C[C@H]1[C@H](C)CC	5	-0.3	-2.5	2	-0.8	-7	-0.8	1	-3	-2	-0.1
Cc1cc(C)c(NS(=O)(=O)c2ccc(NC(=O)/C=C/C(=O)O)cc2)c(C)c1	4	-0.6	-2.2	3	x	-5	-0.4	-2	-3	-3	-1.4
COc1ccc(CCNC(=O)C2(c3ccccc3)CC2)cc1	1	-0.9	-0.1	2	-0.2	2	-1.1	-5	-2	-2	-2.3
O=C(CSc1nnc(-c2ccccc2O)o1)N1CCOCC1	2	1.5	5.9	-1	1.6	0	0.8	-4	3	1	11*
COc1ccc(S(=O)(=O)N2CCC(C(=O)NCCC3=CCCCC3)CC2)cc1OC	-3	0.0	-0.4	-4	-1.4	0	-1.0	0	-2	-5	-1.4
COc1cc(-c2cnc3c(NC=O)cc(-c4ccc(N5CCN(C)CC5)cc4)cn23)cc(OC)c1OC	-2	2.5	11*	-3	x	-10	0.4	-194	8.5*	-119	2.9
N#Cc1ccc(Cn2c(-c3ccc(F)cc3)noc2=O)cc1	4	-0.2	1.5	-8	0.3	-1	-0.4	-9	-3	4	0.9
Cc1ccc(N(C)S(=O)(=O)c2cccc(C(=O)NC3CC(C)(C)NC(C)(C)C3)c2)cc1	4	-0.2	-0.2	-1	0.3	0	-0.3	-4	0	2	-0.1

An excerpt of these results, bar-delimited:
SMILES | MBD2 DNA inh | DAX1 inh-1 | hgDAF-12 ag | NR1D1 modulator | DAX1 inh-2 | ADAM17 inh | ssDAF12 agonist | PLCb3 inh | SMARCA2 activ | PLCg1 inh | hcDAF12 agonist
COc1cc(-c2cnc3c(NC=O)cc(-c4ccc(N5CCN(C)CC5)cc4)cn23)cc(OC)c1OC | -2 | 2.5 | 11* | -3 | x | -10 | 0.4 | -194 | 8.5* | -119 | 2.9
CCCCOc1ccc(C(=O)N/C(=C\c2cccc([N+](=O)[O-])c2)C(=O)OC(C)C)cc1 | 2 | 0.3 | 0.2 | 4 | 2.1 | 4 | -1.6 | 7 | 1 | 2 | -0.8
O=C(Nc1ccc(NC(=O)c2ccccc2F)cc1)c1cccs1 | 5 | 4.2* | 8.4 | -4 | 0.3 | -10 | 0.1 | -17 | 8.8* | -10 | 0.6

(more compounds)
SMILES	MBD2 DNA inh	DAX1 inh-1	hgDAF-12 ag	NR1D1 modulator	DAX1 inh-2	ADAM17 inh	ssDAF12 agonist	PLCb3 inh	SMARCA2 activ	PLCg1 inh	hcDAF12 agonist
Cc1cc(NCCOCCO)n2c(nc3ccccc32)c1C#N	-3	-0.6	-0.8	2	0.5	i	-1.4	i	-2	i	1.0
O=c1[nH]c(-c2ccccn2)nc2ccccc12	1	1.2	5.2	3	0.7	-4	-0.9	-5	4	-1	3.2
Cc1ccc(C)c(NC(=S)NCCSc2ccc(Cl)cc2)c1	2	0.3	-2.5	5	-0.6	6	-1.7	1	0	-2	-1.1
CCCCN(C(=O)C1CC(=O)N(c2ccc(C)cc2)C1)c1c(N)n(CCC)c(=O)[nH]c1=O (stereo not drawn)	-5	1.8	-0.2	0	-0.1	11*	-0.8	-2	-1	4	0.8
Cc1nn(-c2ccccc2)c(C)c1/C=C/C(=O)OCC(=O)NC1CCS(=O)(=O)C1 (stereo not drawn)	-1	1.6	2.6	-6	-0.7	-4	-1.2	-4	0	1	0.4
CN(C)c1ccc(CC(=O)N2CCCCC2c2cc(C(=O)Nc3ccccc3)no2)cc1 (stereo not drawn)	5	-0.7	3.1	-2	x	1	-1.3	0	-2	1	-3.8
